# Compound activity as filed in PubChem.
# HTR2A ag: mouse HTR2A agonism via beta-arrestin recruitment. activation, % at 7.6 µM. AID 624169. P35363. CHO-K1 mHTR2A beta-arrestin complementation, luminescence; percent of 30 µM serotonin response. 0.66% of 360,000 active;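 active = activation above a run cutoff, the mean activation of all tested compounds plus 3 SD, cut at about 14% in these data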;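 also: 0% = plate median of compound wells and 100% = 30 µM serotonin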
# Target sequence (P35363 whole entry, looked up): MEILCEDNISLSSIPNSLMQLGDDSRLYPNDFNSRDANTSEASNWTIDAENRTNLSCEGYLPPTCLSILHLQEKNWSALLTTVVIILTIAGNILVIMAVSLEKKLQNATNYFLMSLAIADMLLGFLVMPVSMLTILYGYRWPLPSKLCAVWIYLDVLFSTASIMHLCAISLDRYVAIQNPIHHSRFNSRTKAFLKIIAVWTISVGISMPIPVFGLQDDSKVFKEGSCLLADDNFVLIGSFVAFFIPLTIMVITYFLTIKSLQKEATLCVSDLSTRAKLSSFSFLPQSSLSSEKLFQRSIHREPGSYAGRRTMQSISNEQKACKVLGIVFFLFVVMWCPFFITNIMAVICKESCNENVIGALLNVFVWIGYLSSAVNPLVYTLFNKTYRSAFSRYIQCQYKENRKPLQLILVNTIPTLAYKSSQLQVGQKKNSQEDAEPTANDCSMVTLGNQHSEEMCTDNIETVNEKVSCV
# TRPM1 prom inh: inhibitors of MITF-driven TRPM1 promoter in melanoma cells; inhibition, % at 12.5 µM; 0.83% of 330,000 active; SK-MEL-5 TRPM1 promoter luciferase, 24 h;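 active = mean inhibition across replicates of 60% or more, whatever share of single replicates reaches that level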; also: values of inactives mirror those of a sister screen read the other way
# NR2E3 ag-1: NR2E3 (human) agonism | inhibition of corepressor binding, % at 4.78 µM | Q9Y5X4 | GST-NR2E3/biotin-RetCOR TR-FRET, 1536-well | AID 2300 | 0.12% of 320,000 active;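 active = percent inhibition above the cutoff of mean plus 3 SD of all tested compounds, set per screening campaign, cut at about 20% in these data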;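 also: 0% = DMSO wells and 100% = biotin wells as full block of FRET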
#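 Format: 1536-well format; test system: GST-NR2E3 and biotin-RetCOR proteins; read-out basis: percent inhibition of TR-FRET ratio; timing: 5 h incubation at 4 °C; detection: time-resolved FRET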
# Cardio protect: protects H9c2 cardiomyocytes from peroxide injury. H2O2 injury protection, ATPLite, 2 h. protection from H2O2 cell death, % at 20 µM. 0.63% of 360,000 active. AID 588492;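 active = compounds giving at least 50% protection of heart cells from peroxide-induced death in the single-dose screen, raw or plate-pattern-corrected value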;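 also: 0% = DMSO wells with peroxide and 100% = DMSO wells without peroxide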
# HIF-2a inh: blocks HIF-2a reporter activity; 786-0 RCC cells HIF-2a reporter, luciferase luminescence, overnight; inhibition, % at 18.8 µM; 0.72% of 360,000 active; AID 624352;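 active = inhibition of the luminescence signal of 40% or more relative to plate controls, in a single-dose primary screen at 18.75 µM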
# NR2E3 ag-2: human photoreceptor-specific nuclear receptor agonism; 0.35% of 360,000 active; inhibition of corepressor binding, % at 3.98 µM; Q9Y5X4; AID 602229; CHO-S Gal4-NCOR/VP16-NR2E3 two-hybrid, luciferase;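 active = inhibition above the mean of all tested compounds plus 3 SD, cut at about 70% in these data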;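 also: 0% = DMSO with NR2E3 transfected cells and 100% = cells lacking NR2E3 construct; higher means lower luciferase signal from less NR2E3 corepressor binding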
# iPSC survival up: increases survival of single human iPS cells; hiPSC single-cell survival, ATPlite luminescence; 100% = ROCK inhibitor wells, 0% = DMSO; survival enhancement, % at 20 µM; 0.044% of 360,000 active; in the data active = survival enhancement above about 18%;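 also: cells exposed to compounds for 16 hours before the ATP read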
# Shn3 inh set2: reduces Shn3 3'UTR luciferase signal in osteoblasts | Clone20 osteoblast Shn3 3'UTR firefly luciferase, 24 h | inhibition, % at 12.5 µM | 0.52% of 360,000 active | AID 588674;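 active = mean inhibition of at least 75% with every replicate also reaching 75%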;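 also: 0% = median of neutral control wells and 100% = pilot-screen positive control compound; some compounds past the cut are filed as inactive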
# Peg3 prom inh: inhibitors of Peg3 promoter | 1.7% of 360,000 active | AID 588405 | HeLa PEG-Prom luciferase reporter, luminescence, overnight | inhibition, % at 20 µM;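 active = inhibition of at least 50% at 20 µM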
# CaV13 ICDI inh: Disruptors of the CACNA1D IQ motif to Ca2+-dependent inactivation inhibitor domain association, primary screening, Förster resonance energy transfer in intact living … | AID 743397 | HEK cells, CFP/YFP FRET ICDI-IQ, plate reader, 10 min; percent FRET-ratio fall versus neutral wells | inhibition, % at 12.3 µM | 0.098% of 340,000 active;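 active = mean replicate inhibition of at least 30% and at least 1% of replicates passing that level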;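 also: 0% = median of the neutral control wells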
# PDI inh: blocks human protein disulfide isomerase activity; P07237; inhibition, % at 10 µM; AID 588391; PDI insulin aggregation turbidity, A650, 90 min; 0.052% of 350,000 active;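 active = mean inhibition across replicates of 30% or more, whatever share of single replicates reach that level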;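 also: absorbance from insulin aggregation driven by PDI reduction with DTT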
# Target sequence (P07237 whole entry, looked up): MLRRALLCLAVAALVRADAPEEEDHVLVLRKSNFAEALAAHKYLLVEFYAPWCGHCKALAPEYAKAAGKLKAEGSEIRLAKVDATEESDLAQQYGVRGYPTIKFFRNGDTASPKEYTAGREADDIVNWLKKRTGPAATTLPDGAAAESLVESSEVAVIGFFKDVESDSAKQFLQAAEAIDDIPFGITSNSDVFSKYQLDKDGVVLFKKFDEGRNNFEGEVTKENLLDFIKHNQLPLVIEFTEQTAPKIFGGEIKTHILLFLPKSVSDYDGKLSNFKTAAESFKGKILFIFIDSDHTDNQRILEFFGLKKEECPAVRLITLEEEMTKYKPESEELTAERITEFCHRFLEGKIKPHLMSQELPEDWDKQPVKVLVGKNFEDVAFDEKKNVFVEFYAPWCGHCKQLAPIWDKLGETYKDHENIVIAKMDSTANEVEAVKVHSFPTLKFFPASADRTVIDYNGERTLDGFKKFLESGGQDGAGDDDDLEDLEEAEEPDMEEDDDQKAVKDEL
# Numbers without * were called inactive; nt = no result given; & = joins results of further samples.
SMILES,HTR2A ag,TRPM1 prom inh,NR2E3 ag-1,Cardio protect,HIF-2a inh,NR2E3 ag-2,iPSC survival up,Shn3 inh set2,Peg3 prom inh,CaV13 ICDI inh,PDI inh
C/C(=N\NC(=O)C12CCC(C)(C(=O)O1)C2(C)C)c1ccccc1O (stereo unspecified),-1,7,1,40,-6,-7,-0.4,41,4,-4,-5
CCOC(=O)C(C(=O)OCC)C1N=C(N)N=C2Oc3ccccc3N21 (stereo unspecified),15*,-33,3,-2,-109,-70,4.3,-53,-110,nt,2
COc1ccc(NCc2nnc(SCC(=O)Nc3ccc(OC)cc3)n2C)cc1,3,3,-1,-5,-5,-13,0.5,-15,-17,-10,-4
CC(C)(C)NC(=O)[C@]1(C)CCC[C@@]2(C)C3CC[C@@]4(C)C[C@]3(CCC21)CC4=O (stereo partly specified),-1,-1,-1,7,5,-15,-1.7,-3,-1,-4,-2
COc1ccc(NC(=S)N(CCCN2CCOCC2)Cc2cn(C)c3ccccc23)cc1,-2,-5,0,1,6,-10,-1.1,16,-2,-2,2
COC(=O)c1ccc(N2C(c3cccc(OC)c3)=Cc3ccc(F)cc3C2c2c(C)[nH]c3ccccc23)cc1 (stereo unspecified),-6,nt,nt,nt,-17,-23,1.0,nt,nt,-9,nt
CN(Cc1ccncc1)C1CC(=O)N(c2ccc(F)cc2)C1=O (stereo unspecified),0,12,3,-6,12,4,0.2,-16,5,-5,-8
Cc1cn(CC(=O)NCc2ccccc2)c(=O)[nH]c1=O,0,6,nt,6,4,-21,0.2,-5,9,-6,6
CC1(C)COC(c2cc3c(cc2Br)OCO3)OC1,5,10,nt,1,-8,19,-1.9,5,6,-8,5
O=C(NCCCN1CCOCC1)/C(=C/c1cccnc1)NC(=O)c1ccccc1,0,3,-1,-2,3,7,0.7,14,2,-4,-2
COC(=O)COc1ccc(S(=O)(=O)N2CCCCCC2)cc1,2,-21,3,1,28,-7,0.1,0,7,15,-2
CN(C(=O)CSc1nnc(Cc2ccccc2F)n1N)C1CCCCC1,-5,-19,nt,-4,-84,-12,1.4,12,-68,-5,-6
CC(=O)[C@@]1(O)CC[C@H]2[C@@H]3CCC4=CC(=O)CC[C@]4(C)[C@H]3[C@@H](O)C[C@@]21C,6,-10,0,2,20,19,1.3,9,-13,-5,-11
COc1ccc(CCC(=O)N2c3ccccc3CC2C)cc1 (stereo unspecified),-2,-49,-1,3,-218,-22,-2.7,-17,-118,-9,3
CN1CCN(CC(=O)NC2CCCCC2)CC1,2,-3,1,1,22,-20,-1.8,-27,0,-9,-14
O=C(OCc1cn([C@@H]2CN(C(=O)C3CCCCC3)[C@@H](c3ccc(Cl)cc3)C[C@H]2O)nn1)c1ccccc1,-1,nt,nt,-1,6,-4,-0.8,7,2,-7,2
Cc1nnc(SCC(=O)NNC(=O)c2ccco2)n1-c1cccc(Cl)c1,-4,nt,3,0,9,-12,2.5,-14,-7,-5,-4
COC(=O)CCCC(=O)N1CCCC(N(C)CCc2ccccc2)C1 (stereo unspecified),-3,2,4,2,5,6,-0.5,12,-1,-6,6
Cc1ccc(/C=C2\SC(=S)N(CCCC(=O)N3CCOCC3)C2=O)cc1,-3,11,3,-15,58*,-26,-0.5,-1,4,-5,7
CC1CN(CCOCCSc2ccc(Cl)cc2)CC(C)O1 (stereo unspecified),-6,2,-1,-3,4,-19,-0.7,-10,13,-4,-3
CCCS(=O)(=O)c1nc(S(=O)(=O)c2ccc(C)cc2)c(NCc2ccco2)s1,-7,-6,0,4,8,-5,-2.0,9,22,-15,0
CCCCn1c2c(c(=N)c3c1CCC3)CCC2,-1,32,1,-33,6,6,-4.7,69,17,-5,-1
CCc1c(O)nc(SCC(=O)Nc2nc3ccccc3s2)n(-c2ccc(C)cc2)c1=O,4,1,1,2,8,-21,-0.5,-9,4,-15,-2
CC1(c2cccc(Br)c2)NC(=O)N(CC(=O)Nc2ccc3c(c2)OCCO3)C1=O (stereo unspecified),6,nt,nt,0,5,8,3.7,14,2,-17,-3
COc1ccc(C(=O)OCc2c(C)noc2C)cc1,3,0,2,2,7,-14,1.0,8,-2,-19,6
NC(CCc1ccccc1)c1csc(Nc2ccc(C(=O)NCCCO)cn2)n1 (stereo unspecified),5,nt,nt,14,9,21,2.3,-6,7,-6,-8
CCOc1ccc(-c2nn3c(-c4ccc(F)cc4)nnc3s2)cc1,5,-12,1,5,-27,-3,3.5,-4,2,-5,7
CCOC(=O)c1cnc2c(cnn2C)c1NCCC(O)C(F)(F)F (stereo unspecified),-2,-1,-1,8,32,-1,-1.9,4,26,-5,1
Cc1ccc(NC2CCCN(C(=O)c3ccc(-n4ccnc4)cc3)C2)cc1C (stereo unspecified),-1,-7,-2,5,7,9,1.3,3,14,-6,2
CCNC(=S)NNC(=O)c1cc(-c2cccc(OC)c2)nc2ccccc12,0,1,2,-12,-119,-26,-1.2,-5,-103,-6,5
CCC1CCCCN1C(=O)CCS(=O)(=O)c1ccc2c(c1)CCN2C(C)=O (stereo unspecified),6,7,-2,2,4,8,0.2,5,-8,-14,1
Cc1cc(C)c(S(=O)(=O)N(C)c2ccccc2)c(C)c1,-1,-10,-3,-20,2,-15,2.3,-1,8,-20,15
c1coc(-c2nnc3sc(C4CCCCC4)nn23)c1,10,1,3,21,19,-5,0.7,13,-1,-3,-2
CCN(CC)S(=O)(=O)c1ccc(C(=O)N2CCN(c3ncccn3)CC2)cc1,0,3,7,-2,11,-4,0.1,-32,18,-2,-1
Cc1ccc(C(=O)COC(=O)c2ccc(O)cc2)cc1,2,-83,0,-12,-158,-5,1.9,-76,-342,-4,10
O=C(CCC(=O)N1CCN(C2CCCC2)CC1)Nc1nnc(C(F)(F)F)s1,12,-9,2,12,12,-10,-1.5,9,1,-5,17
Cc1cc(=O)n2nc(N3CCCC(C(=O)NCc4cccc(Br)c4)C3)sc2n1 (stereo unspecified),1,-1,3,-2,-1,-13,-0.2,21,-22,-5,2
CC1CCc2sc(C(=O)NCC(c3ccco3)N3CCCCC3)cc2C1 (stereo unspecified),-16,-6,1,0,-22,0,0.0,-3,-14,-5,-4
CCC(=O)NCCCCNC(=O)CC,-1,9,-4,5,7,8,-1.3,-7,9,-8,7
O=C1CSC(=Nc2ccc(Cl)cc2)N1Cc1ccco1,-3,-10,2,-15,-8,2,1.2,3,9,-5,1
Cn1c(=O)c2c(O)c(C=NCc3ccccc3)c(=O)n(C)c2n(C)c1=O,1,nt,6,1,13,4,-0.7,-5,6,-20,0
CCCNC(=O)CCn1c(=S)oc2ccccc21,8,-10,0,-4,12,-1,0.3,2,3,-5,-4
Cc1ccccc1C(=O)NNC(=O)CCc1ccccc1,4,7,3,9,13,13,3.6,33,8,-4,0
COCCNC(=O)c1ccc(C)c(NC(=O)C2=C(C)OCCS2)c1,-10,5,2,-6,6,4,0.0,-7,-11,-4,-3
COc1ccccc1C(CNC(=O)CN1C(=O)NC(C)(c2ccc3ccccc3c2)C1=O)N1CCCC1 (stereo unspecified),-5,2,nt,12,6,11,-2.6,14,4,-18,-9
N#C/C(=C\C=C\c1ccccc1)C(=O)NCc1cccnc1,-7,32,-2,1,0,7,0.5,-12,-11,-3,1
CCC1Nc2ncnc(N3CCCCC3)c2N(Cc2ccc(Cl)cc2)C1=O (stereo unspecified),-5&-5,-4,nt,8&1,33&17,2&16,4.2&-0.2,0&-2,23&17,-6,2
COc1ccc(-n2c3c(cc(C(=O)NCc4ccco4)c2=O)C(=O)CC(C)(C)C3)cc1,3,1,1,-1,18,-22,1.2,-5,6,-6,3
O=C(NCc1ccco1)c1ccc(Cl)cc1[N+](=O)[O-],-2,9,nt,0,6,-30,-0.1,14,12,-5,3
COc1cc(S(=O)(=O)N2CCC(O)(c3cccc(C(F)(F)F)c3)CC2)ccc1-n1cnnn1,-2,3,4,-6,2,-1,-1.6,35,15,-4,-1
COc1cccc(-c2nn(-c3ccccc3)cc2C(=O)n2nnc3ccccc32)c1,3,7,0,-3,14,2,0.8,61,50*,-4,-2
COc1ccc(N=C2S/C(=C\c3ccc(OC(C)C(=O)O)c(OC)c3)C(=O)N2CCc2c[nH]c3ccccc23)cc1 (stereo unspecified),0,17,nt,-4,17,-21,2.0,-10,5,-4,1
Cc1cc(C)c2c(c1)C1C=CCC1C(c1ccc(S(=O)(=O)N3CCOCC3)cc1)N2 (stereo unspecified),-1,2,4,-1,2,-14,-0.2,-11,10,nt,12
CN(CC1CCOCC1)C(=O)CC1C(=O)NCCN1Cc1ccc(F)c(F)c1 (stereo unspecified),-2,4,0,-4,6,-32,-0.5,-1,6,nt,0
Cc1c(C(=O)NN)nn(-c2ccc(F)cc2)c(=O)c1C#N,3,10,3,4,1,15,-0.5,14,-4,-20,6
O=C(c1cc([N+](=O)[O-])ccc1N1CCOCC1)N1CCCCC1,2,-8,-3,7,15,21,1.0,8,16,-3,14
CCOC(=O)C1CCN(Cc2coc3c(Cl)cc(Cl)cc3c2=O)CC1,4,-3,-1,-5,16,8,4.3,6,5,nt,-12
COc1ccc(CNC(=O)CSc2nc3ccccc3n2C(C)=O)cc1,0,-11,2,3,11,-10,0.2,1,3,-3,-1
C/C(=N\NC(=O)c1nnn(-c2nonc2N)c1CN(C)c1ccccc1)c1ccccn1,-6,24,1,47,18,7,-0.1,92*,68*,nt,3
Cc1cc(=O)oc2cc(Nc3ccccc3)ccc12,-6,-6,-3,8,-113,-47,2.9,-1,-70,-7,2
CC(O)CNc1nc2c(c(=O)n(Cc3ccc(Cl)cc3)c(=O)n2C)n1C (stereo unspecified),-1,6,2,41,25,-5,0.5,4,9,-3,2
O=C1CCCC2=C1C(c1cccs1)n1nc(SCc3ccc(C(=O)O)cc3)nc1N2 (stereo unspecified),-4,0,0,7,10,-52,0.7,-68,0,-2,2
